Tau fluor cs = counter-screen for tau fibril formation inhibitors; hit rate 0.93% among 280,000; Potency, µM (titrated, usually from 57.7 µM), inactives show at the top dose activity change, negative = decrease; tau K18 P301L Alexa594 fluorescence, heparin fibrillization; AID 1463; also: % is scaled to controls: 0 for no effect and ±100 for the full control effect; nearly all actives have a fitted effect of over 55% in size
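Human tau K18 P301L (15 uM unlabeled, 0.24 uM Alexa 594-labeled) in 100 mM sodium acetate pH 7 with 20 uM heparin, 6 hr at 37 C. ThT 30 uM added, 1 hr ambient; Alexa 594 FP and total fluorescence read at 555/632 nm.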
aGal spleen mod = inhibits or activates alpha-galactosidase in human spleen homogenate; P06280; human spleen homogenate, 4MU-alpha-Gal fluorescence, 40 min; Potency, µM (top dose mostly 80 µM), for inactives: top-dose activity change, negative = inhibition, hits mostly inhibitors; hit rate 0.008% among 240,000; AID 2107;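 also: 0% = enzyme with vehicle and -100% = no enzyme basal signal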
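qHTS titration in buffer at pH 5.0. Alpha-galactosidase activity in spleen homogenate was measured via 4-methylumbelliferone release from 1 mM fluorogenic substrate after 40 min at 37C and a pH 10 stop. AC50 came from Hill fits of control-normalized data.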
GAA inh = blocks human lysosomal alpha-glucosidase; P10253; purified human GAA, 4-MU-alpha-glucoside fluorescence; Potency, µM (doses to about 76.9 µM), for the others: at the highest dose activity change, negative = inhibition, most hits filed as inhibitors; hit rate 0.005% among 200,000;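 also: plate controls were uninhibited enzyme wells for no effect and no-enzyme background for full effect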
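Enzyme (4 nM final) mixed with compound (up to 77 uM), then 4-MU-alpha-D-pyranoside (400 uM final) added; 20 min at room temperature, pH 5.0. Reaction stopped at pH 10, fluorescence read, AC50 derived by Hill fit.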
Epigenetic reg = epigenetic control regulation, reporter derepression. murine LDR cells, GFP reporter derepression, 30 h. Potency, µM (highest dose often 53.9 µM), for inactives: top-dose GFP activation, most hits filed as activators. hit rate 0.2% among 280,000; also: % of control where 0% means no effect; nearly all actives have a fitted effect of over 60% in size
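Derepression of a silenced CMV-GFP reporter in murine LDR cells is scored by enumerating GFP-positive cells with a laser-scanning microplate cytometer after 30 hours of treatment at 37 C.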
GAA glycogen = GAA glycogen-cleavage inhibition or activation. recombinant GAA, glycogen substrate, Amplex Red glucose oxidase fluorescence. Potency, µM (highest dose often 76.4 µM), inactives show at the highest dose activity change, negative = inhibition, actives largely listed as inhibitors. hit rate 0.38% among 300,000;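 also: 0% = full enzyme reaction and -100% = no-enzyme basal signal; the screen sought inhibitors and activators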
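Recombinant human alpha-glucosidase (4 nM final) hydrolysed bovine liver glycogen (30 ug) for 40 min at 37 C in pH 5.0 citrate/phosphate with 0.01% Tween-20. Released glucose detected by glucose oxidase/Amplex Red, Ex 573/Em 610 nm. Compounds up to 77 uM; AC50 from Hill fits.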
GAA spleen mod = lysosomal alpha-glucosidase (human) modulation; P10253; human spleen homogenate, 4-MU-alpha-glucoside fluorescence; Potency, µM (series often up to 79.9 µM), for inactives: at the highest dose activity change, negative = inhibition, hits mostly inhibitors; hit rate 0.006% among 240,000;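 also: 0% = enzyme with vehicle and -100% = no enzyme basal signal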
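Human spleen homogenate (1 ug) incubated with compounds and 1 mM 4-methylumbelliferyl-alpha-D-glucopyranoside in pH 5.0 citrate/phosphate buffer, 37 C, 40 min. Stopped at pH 10; 4-MU fluorescence (Ex 365/Em 440 nm); AC50 by Hill fit.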
NPSR antag = blocks cAMP signaling of the human neuropeptide S receptor; Q6W5P4; CHO-NPSR cells, cAMP TR-FRET, antagonist mode; Potency, µM (highest dose often 38.3 µM), for inactives: at the highest dose activity change, negative = inhibition, most hits filed as inhibitors; hit rate 1% among 220,000; AID 1461; also: % is scaled to controls: 0 for no effect and ±100 for the full control effect; nearly all actives have a fitted effect of over 50% in size; many of its hits are not listed in these tables
Target sequence (Q6W5P4 whole entry, looked up): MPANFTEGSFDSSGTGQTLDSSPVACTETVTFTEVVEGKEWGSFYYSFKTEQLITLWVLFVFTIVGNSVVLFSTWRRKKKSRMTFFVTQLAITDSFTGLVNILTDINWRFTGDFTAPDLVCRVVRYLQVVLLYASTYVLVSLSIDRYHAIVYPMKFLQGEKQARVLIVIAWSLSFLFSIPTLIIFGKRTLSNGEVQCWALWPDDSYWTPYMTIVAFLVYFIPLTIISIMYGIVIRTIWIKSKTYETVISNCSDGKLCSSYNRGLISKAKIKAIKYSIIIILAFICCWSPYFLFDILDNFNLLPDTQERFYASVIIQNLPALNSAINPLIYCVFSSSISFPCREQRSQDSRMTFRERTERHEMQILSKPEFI
ALDH1A1 block = ALDH1A1 (human) enzyme inhibition; P00352; Purified ALDH1A1, NADH fluorescence, propionaldehyde substrate; Potency, µM (highest dose often 75.3 µM), without a hit: at the top dose activity, negative = inhibition, most hits filed as inhibitors; hit rate 7.3% among 220,000; active = well fitted inhibition curve with a large enough effect, not every such curve was filed as active; inconclusive = small, poorly fitted or top-dose-only effect, or another doubt; inactive = no such curve, though single readings can be large or run the other way;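 also: plate controls were no enzyme wells and a reference inhibitor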
Target sequence (P00352 whole entry, looked up): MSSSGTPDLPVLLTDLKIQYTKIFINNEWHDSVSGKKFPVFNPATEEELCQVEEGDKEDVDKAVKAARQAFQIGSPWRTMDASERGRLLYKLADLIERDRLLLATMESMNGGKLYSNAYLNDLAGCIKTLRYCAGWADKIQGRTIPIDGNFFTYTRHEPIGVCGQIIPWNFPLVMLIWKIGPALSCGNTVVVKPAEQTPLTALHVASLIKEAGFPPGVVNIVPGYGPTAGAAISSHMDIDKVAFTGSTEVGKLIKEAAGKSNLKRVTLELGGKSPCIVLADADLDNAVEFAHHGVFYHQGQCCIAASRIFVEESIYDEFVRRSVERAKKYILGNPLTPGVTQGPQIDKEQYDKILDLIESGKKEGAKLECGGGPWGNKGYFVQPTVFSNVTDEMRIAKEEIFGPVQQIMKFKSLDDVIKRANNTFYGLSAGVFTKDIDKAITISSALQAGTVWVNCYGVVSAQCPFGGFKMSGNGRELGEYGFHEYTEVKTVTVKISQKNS
* marks the source's active call; other numbers are inactive results; ? = inconclusive; nt = not tested or not shown; & = joins results of further samples; ! = not confirmed by another sample; [ ] = remark or other dose. Unless noted, calls follow the shape of the dose curve; as a rule, active = well fitted curve in the direction sought with a large enough effect; inconclusive = small, poorly fitted or top-dose-only effect, or another doubt; inactive = no such curve, though single readings can be large; an effect the other way counts as inactive or inconclusive. Potency is read from the fitted curve at half-maximal effect.

Results follow in this order: Tau fluor cs | aGal spleen mod | GAA inh | Epigenetic reg | GAA glycogen | GAA spleen mod | NPSR antag | ALDH1A1 block
> Cc1cc(=O)n2nc(N3CCCC3C(=O)NCCCN3CC(C)CC(C)C3)sc2n1 (configuration not stated)
 : 2% | 7% | -3% | 0.0% | 3% | -2% | -7%[46.1 µM] | -1%
> N=C1C(c2nc3ccccc3s2)=C(O)CN1Cc1ccccc1
 : -15% | ? | 2% | 3.1% | 7% | -13% | -27% | ?
> O=C(CSc1ncnc2nc[nH]c12)c1ccccc1
 : 1% | -1% | 4% | -0.9% | -1% | -5% | -29%[46.1 µM] | 28µM*!
> CN(c1ccccc1C(=O)Nc1ccccc1C(=O)NCc1ccco1)S(C)(=O)=O
 : -4% | 9% | -3% | 5.5% | -4% | 3% | 11%[46.1 µM] | -2%
> CC(C)Oc1ccc(CNC2CCOC(C)(C)C2)cc1 (configuration not stated)
 : 6% | -24% | -3% | 1.0% | -8% | -7% | 8%[46.1 µM] | 2%
> CC(=O)N1N=C(c2ccccc2)OC1c1ccc([N+](=O)[O-])s1 (configuration not stated)
 : -18% | 5% | 2% | ? | 11% | 5% | -2% | ?
> CN1C(=S)SC(N2OC3C(=O)N(c4ccccc4)C(=O)C3C2c2ccc(Cl)cc2)C1(C)C (configuration not stated)
 : -15% | -3% | -8% | 0.0% | 4% | -2% | -8%[46.1 µM] | 18%
> CC(C)N(C(=O)C[n+]1ccsc1N)c1ccccc1
 : -9% | -2% | 4% | 0.0% | 7% | -5% | 19% | -2%
> CC(C)Oc1snc(Cl)c1C(N)=O
 : -5% | 9% | -11% | 0.1% | 5% | 3% | 13%[46.1 µM] | -7%
> C=CCn1c(C)cc(C(=O)COC(=O)c2ccc3c(c2)NC(=O)CS3)c1C
 : -20% | -2% | -3% | 1.8% | -3% | -2% | 14% | ?
> Cc1ccc(C2=NN(C3=NN=C(N)Cc4ncnn43)C(O)(C(F)(F)F)C2)cc1 (configuration not stated)
 : -4% | -4% | ? | 0.5% | 22% | 0% | -41% | ?
> COc1ccc(N(CC(=O)NC2CCCCC2)S(=O)(=O)c2cccnc2)cc1
 : -2% | -2% | -1%[15.4 µM] | 0.0% | 5% | 3% | -3%[46.1 µM] | ?
> CN(C)c1ccc(C(=O)C(O)c2ccc(C(C)(C)C)cc2)cc1 (configuration not stated)
 : 1% | 5% | -6% | -1.0% | 5% | -2% | -17%[46.1 µM] | ?
> Cc1ccc2c(C(=O)CN3CCCCC3CCO)c(C)[nH]c2c1 (configuration not stated)
 : -7% | 4% | 5% | 12% | 22% | 1% | -4%[46.1 µM] | ?
> CCOC(=O)c1ccc(NC(=S)Nc2ccccc2)cc1
 : -22% | 3% | 9% | 1.0% | -9% | 5% | 10% | ?
> CCn1c(C)nc2cc(C(=O)OCCC(F)(F)F)ccc21
 : -7% | -2% | -4% | 0.6% | 7% | -12% | -8%[7.67 µM] | 6%
> CCOC(=O)CN1C(=O)N[C@@H](c2ccccc2)C(C(C)=O)=C1C
 : 1%&3% | 3%&-1% | 0%[15.4 µM] | ? | 1% | -1%&0% | -20% | 7%&-9%
> COc1cc(/C=N/NC(=O)c2cccc([N+](=O)[O-])c2)ccc1OCc1ccccc1
 : 11µM*[quencher] | 15% | 4% | 1.1% | -3% | 3% | ? | ?
> COc1cccc(CC(=O)Nc2nc(C)cs2)c1
 : -5% | -5% | -2% | -8.9% | 12% | -10% | 5% | ?
> COC(=O)C1=C(CSCc2ccccc2)NC(=O)NC1c1cc(C)ccc1C (configuration not stated)
 : 3% | -2% | -1% | -0.9% | 1% | -4% | 8%[46.1 µM] | 5%
> O=C(C1=C[C@H](c2csc3ccccc23)C[C@H](OCc2ccc(CO)cc2)O1)N1CCN(Cc2ccc3c(c2)OCO3)CC1
 : -3% | 2% | nt | 10.0% | -10% | -11% | ? | 0%
> COCCn1nnnc1C(CC(C)C)N1CCN(c2cccc(OC)c2)CC1 (configuration not stated)
 : -12% | -21% | 7% | 0.0% | -8% | -22% | -6%[46.1 µM] | -9%
> Cc1cc(C(=O)NCCC2=CCCCC2)no1
 : 2% | -16% | 5% | 3.7% | 1% | -4% | 18%[46.1 µM] | -6%
> Cc1ccc2oc(=O)c3cnn(CC(=O)NCCC(C)C)c3c2c1
 : 3% | 2% | 4% | 2.6% | 1% | -4% | -6%[46.1 µM] | 7%
> CCOC(=O)N1CCN(C(=O)Nc2ccc(Cl)cc2Cl)CC1
 : 8% | 15% | 0% | 0.0% | -1% | -12% | -8%[46.1 µM] | 11%
> O=C(COC(=O)c1cc(S(=O)(=O)NCc2ccccc2)ccc1O)c1cc2ccccc2o1
 : -29% | -4% | nt | 4.6% | -13% | -2% | 25% | nt
> C=CCn1c(=O)c(C(=O)NCCN(CC)CC)c(O)c2ccccc21
 : 0% | 12% | 0% | -1.1% | 1% | 2% | 5%[46.1 µM] | 5%
> CCC(C)NC(=O)Cn1c(=O)n(-c2ccccc2)c(=O)c2ccc(C(=O)NCc3ccco3)cc21 (configuration not stated)
 : 4% | 13% | 3% | 0.9% | 18% | -1% | -14%[46.1 µM] | -7%
> O=C(CN(Cc1ccccc1)C1=NCCS1)c1ccccc1
 : 6% | 0% | -3% | -1.0% | 2% | -3% | 9% | -10%
> CC(C)(C)NC(=O)COc1ccc(CNCc2ccccn2)cc1
 : -1% | 1% | 4% | 3.4% | 21% | 1% | 2% | -3%
> Cn1c(NC(=O)c2ccccc2C(F)(F)F)cc(=O)n(C)c1=O
 : 3% | -14% | -7% | -0.9% | 9% | -3% | -6%[46.1 µM] | 1%
> COC(=O)c1sc2cc(C(F)(F)F)cnc2c1-c1ccccc1
 : -21% | 3% | 2% | -1.8% | -2% | -9% | 18%[46.1 µM] | ?
> COc1ccc(N2CCN(C(c3ccccc3)c3sc4nc(C)nn4c3O)CC2)cc1 (configuration not stated)
 : -12% | 3% | nt | 1.3% | -5% | 1% | -5% | nt
> CC(=O)Nc1ccc(S(=O)(=O)N(C)c2ccc(OCC(=O)OCC(=O)Nc3ccc(OC(F)F)cc3)cc2)cc1
 : ? | -6% | nt | 1.6% | -12% | -13% | 7% | nt
> O=C(NC12CC3CC(CC(C3)C1)C2)c1ccc(-c2ccc(Cl)cc2)o1
 : 2% | 1% | -3% | -1.9% | -5% | -3% | -53% | ?
> O=S(=O)(Cc1ccccc1Cl)N1CCCCC1
 : -27% | 16% | -1% | 0.0% | 10% | 2% | 6%[46.1 µM] | ?
> Clc1ccccc1N=C1SCCS1
 : 0% | 6% | nt | 1.1% | 1% | 5% | 22% | nt
> N/C(=N\OC(=O)COc1ccccc1)c1cccnc1
 : -8% | 1% | 8% | -0.9% | 1% | -6% | -4%[46.1 µM] | -5%
> COc1ccc(-c2nc(N)n(C(=O)c3ccc(C)cc3)n2)cc1
 : -3% | -11% | 9% | 0.0% | 6% | -1% | 2% | 1%
> O=C(NC1(C(F)(F)F)N=C(c2ccccc2)NC1=O)c1ccccc1 (configuration not stated)
 : -5% | 2% | 2% | -0.6% | -8% | -8% | 31% | 5%
> C=CCc1cc(OC)ccc1OCCON1C(=O)CCC1=O
 : -9% | -4% | -5% | 3.2% | -6% | -5% | -8%[46.1 µM] | -1%
> CCCCN(NC(C)=O)c1nc(Cl)nc(NC(C)C)n1
 : -9% | 1% | -7% | 0.2% | 4% | -3% | 16%[46.1 µM] | -7%
> O=C(O)CNc1ccc(S(=O)(=O)C(F)(F)F)cc1[N+](=O)[O-]
 : -6% | -5% | -13% | 1.3% | 8% | 2% | -5% | ?
> Cc1nc(-c2cccc(S(=O)(=O)N3CCCC(C)C3)c2)cs1 (configuration not stated)
 : -15% | 1% | ? | -1.0% | 1% | -5% | -8%[46.1 µM] | ?
> COc1ccc(/C=C/C(=O)NCC(=O)N/N=C(/CCC(=O)O)c2ccccc2)cc1
 : -14% | -2% | 5% | 0.0% | 3% | 4% | -8% | 3%
> COc1ccc(-c2ccccc2)cc1NCc1ccc(OC)c(OC)c1
 : ? | -4% | -9% | -3.0% | -4% | 2% | -3% | ?
> Cc1ccc(/C=C2\SC(=S)N(CCCC(=O)NNC(=O)c3ccccc3O)C2=O)cc1
 : -7% | 7% | nt | ? | 1% | 2% | 5% | nt

Arranged by number of heavy atoms (high to low): part of the list above
Results follow in this order: Tau fluor cs | aGal spleen mod | GAA inh | Epigenetic reg | GAA glycogen | GAA spleen mod | NPSR antag | ALDH1A1 block
> CC(=O)Nc1ccc(S(=O)(=O)N(C)c2ccc(OCC(=O)OCC(=O)Nc3ccc(OC(F)F)cc3)cc2)cc1
 : ? | -6% | nt | 1.6% | -12% | -13% | 7% | nt
> Cc1ccc(/C=C2\SC(=S)N(CCCC(=O)NNC(=O)c3ccccc3O)C2=O)cc1
 : -7% | 7% | nt | ? | 1% | 2% | 5% | nt
> COc1ccc(/C=C/C(=O)NCC(=O)N/N=C(/CCC(=O)O)c2ccccc2)cc1
 : -14% | -2% | 5% | 0.0% | 3% | 4% | -8% | 3%
> COc1ccc(-c2ccccc2)cc1NCc1ccc(OC)c(OC)c1
 : ? | -4% | -9% | -3.0% | -4% | 2% | -3% | ?
> O=C(NC1(C(F)(F)F)N=C(c2ccccc2)NC1=O)c1ccccc1 (configuration not stated)
 : -5% | 2% | 2% | -0.6% | -8% | -8% | 31% | 5%
> COc1ccc(-c2nc(N)n(C(=O)c3ccc(C)cc3)n2)cc1
 : -3% | -11% | 9% | 0.0% | 6% | -1% | 2% | 1%
> Cc1nc(-c2cccc(S(=O)(=O)N3CCCC(C)C3)c2)cs1 (configuration not stated)
 : -15% | 1% | ? | -1.0% | 1% | -5% | -8%[46.1 µM] | ?
> O=C(O)CNc1ccc(S(=O)(=O)C(F)(F)F)cc1[N+](=O)[O-]
 : -6% | -5% | -13% | 1.3% | 8% | 2% | -5% | ?
> CCCCN(NC(C)=O)c1nc(Cl)nc(NC(C)C)n1
 : -9% | 1% | -7% | 0.2% | 4% | -3% | 16%[46.1 µM] | -7%
> O=S(=O)(Cc1ccccc1Cl)N1CCCCC1
 : -27% | 16% | -1% | 0.0% | 10% | 2% | 6%[46.1 µM] | ?
> Clc1ccccc1N=C1SCCS1
 : 0% | 6% | nt | 1.1% | 1% | 5% | 22% | nt

High-throughput results deposited in PubChem BioAssay by National Center for Advancing Translational Sciences (NCATS).

The list is partial (hit frequency here may not be typical).
